PfHsp40 rescue – rescue of yeast from PfHsp40 toxicity, primary screen, S. cerevisiae, ATP luminescence. S. cerevisiae expressing PfHsp40, growth rescue. growth rescue, % at 12.5 µM. actives 0.68% (n = 340,000). AID 504582, 2011; in the data active = growth rescue above about 28%, passing the limit was not always enough;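 note: yeast W303a lacking pdr1 and pdr3 grown in galactose medium; growth measured after three days at 30 °C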
VHR inh abs – VHR1 phosphatase inhibitors, primary screen, biochemical, absorbance, uHTS. Dual specificity protein phosphatase 3 (Homo sapiens), P51452. recombinant VHR phosphatase, pNPP absorbance. inhibition, % at 13.3 µM. actives 0.52% (n = 290,000); in the data active = inhibition above about 50%; note: some compounds called inactive have numbers as strong as hits
Rv3671c inh – Rv3671c serine protease inhibitors, primary screen, biochemical, fluorescence polarization, M. tuberculosis H37Rv | inhibition, % at 5.96 µM | actives 0.048% (n = 320,000) | AID 2606, 2010; in the data active = inhibition above about 38%;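 note: extracellular domain of Rv3671c used as enzyme; 0% = enzyme with DMSO and 100% = no enzyme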
PriA SSB inh – inhibitors of Klebsiella pneumoniae PriA binding to SSB C-terminal tail, primary screen, biochemical, AlphaScreen; PriA–SSB C-terminal tail interaction (Klebsiella pneumoniae); inhibition, % at 33 µM; AlphaScreen SSBct-PriA binding, biotinylated peptide; AID 1272365, 2023; actives 0.6% (n = 430,000); in the data active = inhibition mostly above about 37%, no sharp cut-off; inactive = mostly below about 20%;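 note: plate controls were negative control peptide for no effect and reference peptide for full effect; strong numbers were not always called active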
MazEF act – activators of E. coli MazEF toxin-antitoxin RNase, primary screen, biochemical, fluorescence, uHTS | actives 0.32% (n = 350,000) | activation, % at 20 µM | FAM/BHQ RNA-DNA oligo cleavage fluorescence, 5 h; in the data active = activation above about 50%
Y pestis TopoI – Yersinia pestis topoisomerase I inhibitors, primary screen, biochemical, cleavage product accumulation, plate reader, single point; DNA topoisomerase I (Yersinia pestis CO92); Y. pestis Topo-I cleavage product accumulation; actives 0.064% (n = 360,000); activity, % at 10 µM; AID 504884, 2011; in the data active = activity above about 50%, passing the limit was not always enough; note: inactives centre near 2
Anthrax LF prot – Bacillus anthracis LF protease inhibitors, primary screen, biochemical, multiplex microsphere, MLPCN library. AID 588501, 2011. multiplex microsphere protease cleavage assay. inhibition, % at 10 µM. actives 0.12% (n = 360,000). Lethal factor (Bacillus anthracis), P15917; in the data active = inhibition above about 30%; note: plate controls were buffer without enzyme for full effect and enzyme alone for no effect
TcdB GH inh – TcdB glycohydrolase inhibitors, primary screen, biochemical, single point, plate reader; Toxin B (Clostridioides difficile), P18177; TcdB glycohydrolase enzymatic assay; inhibition, % at 9.99 µM; actives 0.24% (n = 350,000); in the data active = inhibition above about 10%
Target sequence (P18177 whole entry, looked up): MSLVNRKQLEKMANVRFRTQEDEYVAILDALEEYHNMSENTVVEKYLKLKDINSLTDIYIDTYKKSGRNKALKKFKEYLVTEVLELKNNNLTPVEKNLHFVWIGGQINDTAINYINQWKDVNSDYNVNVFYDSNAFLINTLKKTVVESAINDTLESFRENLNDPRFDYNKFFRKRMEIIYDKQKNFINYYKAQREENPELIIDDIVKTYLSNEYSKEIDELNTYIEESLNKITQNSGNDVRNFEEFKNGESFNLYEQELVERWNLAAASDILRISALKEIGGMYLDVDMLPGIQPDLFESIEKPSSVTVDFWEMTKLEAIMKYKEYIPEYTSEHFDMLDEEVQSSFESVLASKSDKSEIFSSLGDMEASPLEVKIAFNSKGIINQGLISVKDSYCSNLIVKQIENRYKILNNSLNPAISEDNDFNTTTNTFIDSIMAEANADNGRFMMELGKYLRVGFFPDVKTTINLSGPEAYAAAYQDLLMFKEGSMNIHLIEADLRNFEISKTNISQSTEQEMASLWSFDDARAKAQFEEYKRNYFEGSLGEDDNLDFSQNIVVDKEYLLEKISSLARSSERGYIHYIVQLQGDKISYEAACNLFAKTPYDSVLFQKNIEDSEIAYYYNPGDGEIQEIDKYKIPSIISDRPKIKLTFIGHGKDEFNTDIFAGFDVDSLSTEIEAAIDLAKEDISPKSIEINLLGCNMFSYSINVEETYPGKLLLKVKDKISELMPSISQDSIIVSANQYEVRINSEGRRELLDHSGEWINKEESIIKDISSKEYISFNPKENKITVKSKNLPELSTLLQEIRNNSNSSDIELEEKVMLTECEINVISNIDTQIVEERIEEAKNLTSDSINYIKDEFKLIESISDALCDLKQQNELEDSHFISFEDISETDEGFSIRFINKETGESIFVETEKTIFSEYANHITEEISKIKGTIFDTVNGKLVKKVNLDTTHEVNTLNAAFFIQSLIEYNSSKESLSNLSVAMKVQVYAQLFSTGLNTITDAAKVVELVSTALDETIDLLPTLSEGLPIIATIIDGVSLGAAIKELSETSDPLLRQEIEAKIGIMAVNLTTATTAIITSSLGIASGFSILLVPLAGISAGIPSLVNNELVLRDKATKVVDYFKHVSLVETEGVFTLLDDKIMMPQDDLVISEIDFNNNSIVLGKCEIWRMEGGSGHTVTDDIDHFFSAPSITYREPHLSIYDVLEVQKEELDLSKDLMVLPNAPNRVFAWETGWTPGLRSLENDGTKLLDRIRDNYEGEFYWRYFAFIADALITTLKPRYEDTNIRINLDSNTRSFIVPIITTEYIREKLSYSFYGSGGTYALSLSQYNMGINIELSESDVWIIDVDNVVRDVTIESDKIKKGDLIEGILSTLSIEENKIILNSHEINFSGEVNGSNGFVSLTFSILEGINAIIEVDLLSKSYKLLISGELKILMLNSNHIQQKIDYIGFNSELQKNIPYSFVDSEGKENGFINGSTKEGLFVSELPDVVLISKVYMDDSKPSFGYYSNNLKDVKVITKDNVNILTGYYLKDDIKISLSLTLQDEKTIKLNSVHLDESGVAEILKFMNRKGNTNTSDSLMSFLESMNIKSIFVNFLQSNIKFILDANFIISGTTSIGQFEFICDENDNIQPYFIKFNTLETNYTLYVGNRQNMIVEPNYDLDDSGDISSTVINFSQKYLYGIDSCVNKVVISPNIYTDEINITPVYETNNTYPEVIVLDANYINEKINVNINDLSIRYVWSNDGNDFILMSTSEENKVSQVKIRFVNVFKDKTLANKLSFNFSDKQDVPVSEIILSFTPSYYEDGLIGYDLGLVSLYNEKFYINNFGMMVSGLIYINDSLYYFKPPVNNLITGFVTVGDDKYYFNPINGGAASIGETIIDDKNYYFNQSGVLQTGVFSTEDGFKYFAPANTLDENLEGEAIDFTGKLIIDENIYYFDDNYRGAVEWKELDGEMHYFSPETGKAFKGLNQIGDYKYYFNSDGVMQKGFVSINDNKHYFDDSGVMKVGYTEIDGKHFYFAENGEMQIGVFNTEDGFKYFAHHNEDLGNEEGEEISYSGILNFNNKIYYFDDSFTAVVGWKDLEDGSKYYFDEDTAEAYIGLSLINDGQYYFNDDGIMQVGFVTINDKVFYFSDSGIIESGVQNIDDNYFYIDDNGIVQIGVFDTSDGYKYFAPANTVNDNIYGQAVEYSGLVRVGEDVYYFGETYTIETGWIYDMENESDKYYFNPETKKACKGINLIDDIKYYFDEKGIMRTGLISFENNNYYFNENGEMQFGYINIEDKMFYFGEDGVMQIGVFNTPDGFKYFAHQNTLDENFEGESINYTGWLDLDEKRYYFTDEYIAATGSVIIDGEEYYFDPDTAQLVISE
BH1578 lux ind – inducers of Vibrio cholerae quorum light production without autoinducers, primary screen, BH1578 luxS cqsA deficient, single point; activation, % at 18.7 µM; actives 0.16% (n = 350,000); V. cholerae BH1578 lux reporter, luminescence, 6 h; AID 588436, 2011; in the data active = activation mostly above about 9.7%, no sharp cut-off; note: not every result past the cut was called active; inactives centre near 0; reference of the scale not given here
SARS 3CLpro inh – SARS-CoV 3CLpro protease inhibitors, primary screen, biochemical, quenched FRET. Replicase polyprotein 1ab (Severe acute respiratory syndrome coronavirus), P0C6X7. inhibition, % at 6 µM. recombinant SARS-CoV 3CLpro, quenched FRET peptide cleavage. actives 0.14% (n = 290,000); in the data active = inhibition above about 12%
An asterisk follows results filed as active; i = inactive; x = no result given; & = joins results of further samples.

SMILES	PfHsp40 rescue	VHR inh abs	Rv3671c inh	PriA SSB inh	MazEF act	Y pestis TopoI	Anthrax LF prot	TcdB GH inh	BH1578 lux ind	SARS 3CLpro inh
O=C(c1ccc(Cl)c(S(=O)(=O)N2CCOCC2)c1)N1CCCCCC1	-1.3	-14	-19	-6	10	11	9	0.8	i	-1
O=C(Nc1ccccc1)C1=C[C@@H](c2coc3ccccc3c2=O)C[C@@H](OCc2ccc(CO)cc2)O1	-0.5	10	-18	-8	3	15	1	1.8&0.4	i	-5
COCCN1C(=O)N[C@@H](c2cccc(C(F)(F)F)c2)[C@H](C(=O)OC)[C@H]1C	-1.2	x	6	-3	-4	0	-5	0.6	0.8	x
COc1cccc(C(=O)COC(=O)C(C)N2C(=O)c3ccccc3C2=O)c1 (stereo not drawn)	0.0	12	7	1	1	7	-4	x	-11	0
CNC(=S)NNC(=O)c1ccc(C(C)(C)C)cc1	-0.4	20	-3	-4	-21	0	-5	1.9	i	-2
COc1ccc(S(=O)(=O)Nc2cc(S(=O)(=O)N3CCOCC3)ccc2OC)cc1	-1.2	x	6	-4	4	-2	-2	0.4	-1.2	x
O=c1c2ccccc2nc2n1C(CSCc1ccccc1)CS2 (stereo not drawn)	0.7	20	6	-6	12	13	0	x	i	-4
COc1ccccc1C1C(C#N)=C(N)Oc2c1c(-c1ccccc1)nn2-c1ccccc1 (stereo not drawn)	-0.2	-2	7	10	-3	-13	-7	x	1.5	3
COc1cc(OC)c(OC)cc1CN(C)CCc1ccccn1	-0.4	6	-1	-5	-4	-7	-3	x	-0.7	3
O=C(NCc1ccccc1F)c1ccc2c(c1)OCO2	0.8	2	-4	9	5	9	-1	x	-0.2	-2
CC(=O)c1ccc(Sc2ccccc2)cc1	-0.5	-14	0	-25	-3	16	0	x	-5.6	-3
CCN(C(=O)c1ccco1)C1C2CC3CC(C2)CC1C3 (stereo not drawn)	-0.3	18	-10	4	6	7	0	2.1	-0.3	1
O=C(CSc1nnnn1C1CCCCC1)Nc1cccc(NC(=O)c2ccco2)c1	0.0	1	-8	-10	5	8	0	x	i	6
CC(C)Nc1nnc(SCC(=O)c2c[nH]c3ccccc23)s1	13	15	-8	9	3	-4	2	x	-0.2	-3
COc1ccc(/C=N/NC(=S)NCC2CCCO2)cc1 (stereo not drawn)	1.5	27	0	x	-4	5	-3	1.2	-2.0	-3
Cc1ccc(OC(=O)COc2ccccc2)c(-n2nc3ccccc3n2)c1	5.7	4	-3	-11	-5	26	0	x	i	2
CC(=O)Nc1ccc(S(=O)(=O)c2ccc(N)cc2)cc1	-0.6	30	-6	1	3	-9	-4	1.0	i	0
CC(=O)c1ccc2c(c1)CCN2	-0.8	x	x	1	-12	-13	-6	1.0	i	x
Cc1ccc(SCc2ccc(C(=O)NCc3cccnc3)cc2)cc1	3.3	2	-8	-10	12	12	-4	x	-0.2	5
Cc1cccc2cc(C#N)c(NCCNC(=O)c3ccccc3)nc12	x	x	x	x	8	8	-1	1.3	-5.3	x
O=C(COC(=O)/C=C/c1cccc([N+](=O)[O-])c1)NCc1ccco1	-1.2	22	-2	-10	5	2	-3	-0.7	x	2
CCC(C(=O)OC)n1cnc2c(cnn2-c2ccc(Cl)cc2)c1=O (stereo not drawn)	1.4	18	-3	-8	-8	-6	-6	x	i	-1
COc1ccc(-c2csc3ncn(CC(=O)N4CCOCC4)c(=O)c23)cc1	-1.7	-10	-1	-9	-6	2	-2	-4.1	-0.2	3
O=C(O)CC/C(=N/NC(=O)CNC(=O)Cc1ccccc1)c1ccccc1	0.3	-14	-2	x	0	3	1	1.5	i	-3
COc1cccc(-c2cc3nc4c(c(N5CCC6(CC5)OCCO6)n3n2)CCCC4)c1	18	6	-8	-38	-21	31	-1	2.2	-0.5	1
CC(=O)NC(CC(=O)Nc1ccc(S(=O)(=O)Nc2nccs2)cc1)c1ccccc1 (stereo not drawn)	-1.9	x	x	6	1	2	-4	1.8	-2.9	x
CN1CCN(c2ccc([N+](=O)[O-])cc2/C=N/NC(=O)c2ccc(F)cc2)CC1	-1.2	19	x	x	0	4	-3	x	i	-4
CC(C)n1ncc2c(C(=O)Nc3ccc(S(C)(=O)=O)cc3)cc(C3CC3)nc21	1.7	x	-17	-11	1	2	-5	1.0	-3.1	x
COCCCNC(=O)CN1C(=O)CSc2ccc(S(=O)(=O)N3CCOCC3)cc21	0.4	5	-8	-21	8	1	1	-0.8	-0.4	-5
Cc1ccc(OCCC(=O)OCC(=O)Nc2ccc(C)cc2Cl)cc1	0.6	x	-11	-18	-2	16	-3	2.3	-2.3	x
N#Cc1c(Cl)nsc1NCCN1CCOCC1	0.0	-1	-9	-1	1	3	-10	-0.1	-0.1	-2
CCN1C(=O)C(CC(=O)Nc2ccc(F)cc2)N(Cc2ccco2)C1=S (stereo not drawn)	0.9	34	1	4	6	3	-1	1.7	1.6	4
CC(=O)Nc1cc[n+](CC(=O)c2cccc([N+](=O)[O-])c2)cc1	-1.1	9	-6	0	10	0	-10	0.7	i	-1
Brc1ccc(NC(c2ccccc2)c2ccncc2)cc1 (stereo not drawn)	3.5	-2	4	1	-5	7	3	0.5	-10	5
COc1cccc(-c2noc(C3CCCN(C(=O)CC(C)(C)C)C3)n2)c1 (stereo not drawn)	0.1	15	0	-6	-9	3	-2	0.0	i	-1
Cc1ccccc1CNC(=O)COc1ccccc1	1.2	-10	11	-8	9	-3	9	-0.9	i	1
CCCc1nc(SCC(=O)N2CCCc3ccccc32)c2c(=O)n(C)c(=O)n(C)c2n1	0.2	24	-2	-14	2	10	-2	x	i	-6
CC(C)(C)NC(=O)Cn1nnc(-c2cccs2)n1	0.0	-5	7	-3	-5	-1	1	x	i	-9
O=C(O)CCCCCCC1C(=O)NC(=O)N1CCC(O)C1CCCCC1 (stereo not drawn)	-0.3	24	4	-11	6	-5	-3	0.8	i	-3
CNS(=O)(=O)c1ccc(Oc2ccc(S(=O)(=O)NC)cc2)cc1	-1.1	22	3	-3	1	-1	4	x	i	1
Cn1c(SCc2c(Cl)cccc2Cl)nnc1-c1cccs1	2.2	24	-2	-13	0	28	-2	x	2.9	-2
CC(=O)Nc1ccc(S(=O)(=O)Nc2cccc(-c3csc(C)n3)c2)cc1	1.3	25	-1	2	-8	-10	0	2.6	-0.9	6
CC(C)(C)NC(=S)N/N=C/c1c(Cl)cccc1Cl	-0.4	9	7	x	-15	9	-5	-0.6	-0.6	4
CCn1c(SCC(=O)Nc2cc(OC)ccc2OC)nc2c(c1=O)SCC2	-0.4	38	1	18	2	6	-3	1.9	0.3	1
CCOc1ccc(Cc2c(C)[nH]c3ccc(C(=O)O)cc3c2=S)cc1	0.2	15	6	-8	3	7	x	0.4	0.0	-2

Entries of single compounds, quoted from the list. Values in the order: PfHsp40 rescue	VHR inh abs	Rv3671c inh	PriA SSB inh	MazEF act	Y pestis TopoI	Anthrax LF prot	TcdB GH inh	BH1578 lux ind	SARS 3CLpro inh
CC(C)(C)NC(=O)Cn1nnc(-c2cccs2)n1 is listed as 0.0	-5	7	-3	-5	-1	1	x	i	-9
CCOc1ccc(Cc2c(C)[nH]c3ccc(C(=O)O)cc3c2=S)cc1 is listed as 0.2	15	6	-8	3	7	x	0.4	0.0	-2
CC(=O)Nc1cc[n+](CC(=O)c2cccc([N+](=O)[O-])c2)cc1 is listed as -1.1	9	-6	0	10	0	-10	0.7	i	-1
O=C(O)CCCCCCC1C(=O)NC(=O)N1CCC(O)C1CCCCC1 (stereo not drawn) is listed as -0.3	24	4	-11	6	-5	-3	0.8	i	-3
Cc1ccccc1CNC(=O)COc1ccccc1 is listed as 1.2	-10	11	-8	9	-3	9	-0.9	i	1

Next part:
SMILES	PfHsp40 rescue	VHR inh abs	Rv3671c inh	PriA SSB inh	MazEF act	Y pestis TopoI	Anthrax LF prot	TcdB GH inh	BH1578 lux ind	SARS 3CLpro inh
N/C(=N\OC(=O)c1cccc(C(F)(F)F)c1)c1cnccn1	0.5	10	2	x	-11	2	1	0.8	-0.2	3
COc1ccc(/C=N/NC(=O)c2cc(=O)[nH]c3ccccc23)cc1OC	-1.0	2	7	x	-11	19	-10	0.6	-1.8	2
CC(C)c1nc(SCC(=O)NC(=O)NC(C)(C)C)n[nH]1	2.1	19	4	-5	-1	-3	1	-0.2	-0.5	0
Cc1cc(NC(=O)Cn2nc(C(=O)O)c3ccccc3c2=O)c([N+](=O)[O-])cc1C	0.0	17	1	-4	6	6	-5	0.2	-6.9	-4
CCCC(=O)c1ccc2c(c1)OCCO2	0.9	-15	1	2	4	1	3	x	-2.0	-2
O=C1CC(N2CCN(Cc3ccccc3)CC2)C(=O)N1CCc1ccccc1 (stereo not drawn)	-0.9	1	-2	-12	-3	8	-1	x	-2.8	0
O=C(COc1ccc(Br)cc1)N(Cc1cccs1)C1CCS(=O)(=O)C1 (stereo not drawn)	-0.1	13	2	1	1	26	1	1.9	i	3
COc1cccc(NC(=O)CN(C)C(=O)c2ccc(-c3cccc(C(F)(F)F)c3)o2)c1	4.5	x	-8	2	-2	21	1	-1.6	-0.7	x
C[N+]1([O-])[C@@H]2Cc3cc4c(cc3[C@@H]1Cc1cc3c(cc12)OCO3)OCO4 (stereo partly drawn)	-2.0	15	4	-6	7	7	1	-2.3	i	x
COc1cccc(NC(=O)Cn2c(CCC(=O)O)ccc2-c2ccc(Cl)cc2)c1	-1.4	15	1	-1	7	10	1	-0.4	-0.6	5
CC[C@H](C)[C@H](NC(N)=O)C(=O)NCCc1ccc(OC)c(OC)c1	1.0	-11	3	-2	5	-2	8	0.2	3.6	4
CC1CCCN(C(=O)Cn2nnc(-c3ccc(S(C)(=O)=O)cc3)n2)C1 (stereo not drawn)	0.3	12	4	-21	2	4	-6	1.5	i	1
COC(=O)CNC(=O)COC(=O)/C=C/c1ccc2ccccc2n1	1.6	10	4	-8	9	-1	-10	0.6	-1.4	-2
O=C(NC1CC2CCCC(C1)N2Cc1ccccc1)c1cccc(F)c1 (stereo not drawn)	0.2	56*	5	-21	18	6	23	0.6	0.6	-1
CSCCNC(=O)c1ccc(OC2CCN(S(=O)(=O)N(C)C)CC2)cc1	1.2	31	-4	-7	7	1	-8	0.6	-0.7	-2
Cc1csc2ncc(C(=O)N3CCCc4ccccc43)c(=O)n12	0.0	15	8	-9&-18	9	2	-6	9.0	i	-1
CN(Cc1ccccc1)c1ccc(N2C(=O)CCC2=O)cc1[N+](=O)[O-]	2.5	10	-7	-3	-21	-3	1	0.9	-0.4	3
COc1ccc(CCNc2ncnc3c2[nH]c2cc(OC)c(OC)cc23)cc1OC	11	1	9	-6	18	-15	x	0.7	4.2	0
COc1ccc(C(OCC(O)CNCCc2ccccc2)c2ccc(OC)cc2)cc1 (stereo not drawn)	0.5	28	x	1	17	18	-8	0.8	-0.6	-2
COc1ccccc1-c1csc(-n2ncc(C#N)c2N)n1	1.7	61	-11	x	x	11	0	1.1	i	-3

Screens as filed in PubChem.

An excerpt; count on the stated rates, not on these rows.
